High-throughput results: PubChem BioAssay, National Center for Advancing Translational Sciences (NCATS)
RGS4 inh: Inhibitors of Regulator of G Protein Signaling (RGS) 4: qHTS. Transcreener GDP fluorescence polarization, RGS4-accelerated GTP hydrolysis. Potency, µM (top dose mostly 114 µM), for inactives: top-dose activity change, negative = inhibition, hits mostly inhibitors. hit rate 0.039% among 390,000; further: potency means the concentration at half of the fitted maximal effect; on the % scale 0 is the no-effect control and ±100 the full control effect; nearly all actives have a fitted effect of over 75% in size; some results filed as inactive show a strong effect at the top dose
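MLSMR compounds (23 nl, pin-transferred) preincubated 10 min at room temperature with a 500nM (2x) first reagent, then RGS4 at 900nM (2x) plus Transcreener GDP mix added; fluorescence polarization (620/688 nm) read before and after 90 min at 30 °C.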
Apoferritin bind: qHTS Assay for Identification of Novel General Anesthetics. apoferritin/1-aminoanthracene competitive binding, fluorescence. AID 485281, 2010. Potency, µM (top dose mostly 77.5 µM), for inactives: at the highest dose activity change, negative = displacement, most hits filed as inhibitors. hit rate 0.074% among 350,000; further: potency means the concentration at half of the fitted maximal effect; on the % scale 0 is the no-effect control and ±100 the full control effect; nearly all actives have a fitted effect of over 20% in size
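Steps: apoferritin (10 uM) was premixed with half-saturated 1-AMA in PBS, compounds were pin-transferred, plates stood 10 min at room temperature, fluorescence was read at 380/535 nm, and curves were fitted with a Hill equation.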
APEX1 inh: qHTS Assay for Inhibitors of the Human Apurinic/apyrimidinic Endonuclease 1 (APE1); DNA repair nuclease/redox regulator APEX1 (Homo sapiens), P27695; recombinant APE1, TAMRA/BHQ-2 abasic DNA cleavage fluorescence; Potency, µM (top dose mostly 65.8 µM), without a hit: at the highest dose activity change, negative = inhibition, most hits filed as inhibitors; hit rate 0.35% among 350,000;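 further: potency means the concentration at half of the fitted maximal effect; plate controls were vehicle for no effect and reference inhibitor for full effect; nearly all actives have a fitted effect of over 55% in size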
Target sequence (P27695 whole entry, looked up): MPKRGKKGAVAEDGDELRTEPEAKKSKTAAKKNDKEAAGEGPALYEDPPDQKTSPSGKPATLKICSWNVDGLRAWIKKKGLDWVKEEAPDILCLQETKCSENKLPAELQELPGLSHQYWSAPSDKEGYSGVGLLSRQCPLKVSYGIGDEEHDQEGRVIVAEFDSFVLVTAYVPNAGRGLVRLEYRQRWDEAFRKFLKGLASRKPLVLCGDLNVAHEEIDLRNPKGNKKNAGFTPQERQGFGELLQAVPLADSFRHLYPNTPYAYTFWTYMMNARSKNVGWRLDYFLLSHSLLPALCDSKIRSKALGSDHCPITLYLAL
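Step 1: APE1 (0.75 nM) with compound, 15 min RT. Step 2: add 50 nM fluorophore/quencher THF duplex. Step 3: three fluorescence reads 60 s apart (525/598 nm); read 3 minus read 1 = reaction progress.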
LDHA inh: qHTS assay for inhibitors of human lactate dehydrogenase; purified LDHA, NADH/diaphorase-resazurin fluorescence; active compounds read low; activity change, % (values are at about 110 or 230 µM); hit rate 0.15% among 480,000; AID 1347041, 2019; in the data active means activity change below about -30%; inconclusive means mostly about -25% to -30%;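 further: plate controls were DMSO wells for no effect and wells without enzyme for full effect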
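LDH5 2 nM; NADH 0.06 mM, pyruvate 0.2 mM; 200 mM Tris pH 7.4, EDTA, Tween-20; 5 min RT. Detection: diaphorase 0.133 mg/mL + resazurin 37 µM, fluorescence ex540/em590 at 0 and 20 min; normalized to enzyme-free and DMSO wells.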
ALOX12 inh: Primary qHTS assay for inhibitors of human arachidonate 12S-lipoxygenase (ALOX12): Round 2; Polyunsaturated fatty acid lipoxygenase ALOX12 (Homo sapiens), P18054; purified 12hLO, xylenol orange hydroperoxide absorbance; Potency, µM (top dose mostly 108 µM), for the others: top-dose activity change, negative = inhibition, actives largely listed as inhibitors; hit rate 1.1% among 580,000; further: potency means the concentration at half of the fitted maximal effect; on the % scale 0 is the no-effect control and ±100 the full control effect
Target sequence (P18054 whole entry, looked up): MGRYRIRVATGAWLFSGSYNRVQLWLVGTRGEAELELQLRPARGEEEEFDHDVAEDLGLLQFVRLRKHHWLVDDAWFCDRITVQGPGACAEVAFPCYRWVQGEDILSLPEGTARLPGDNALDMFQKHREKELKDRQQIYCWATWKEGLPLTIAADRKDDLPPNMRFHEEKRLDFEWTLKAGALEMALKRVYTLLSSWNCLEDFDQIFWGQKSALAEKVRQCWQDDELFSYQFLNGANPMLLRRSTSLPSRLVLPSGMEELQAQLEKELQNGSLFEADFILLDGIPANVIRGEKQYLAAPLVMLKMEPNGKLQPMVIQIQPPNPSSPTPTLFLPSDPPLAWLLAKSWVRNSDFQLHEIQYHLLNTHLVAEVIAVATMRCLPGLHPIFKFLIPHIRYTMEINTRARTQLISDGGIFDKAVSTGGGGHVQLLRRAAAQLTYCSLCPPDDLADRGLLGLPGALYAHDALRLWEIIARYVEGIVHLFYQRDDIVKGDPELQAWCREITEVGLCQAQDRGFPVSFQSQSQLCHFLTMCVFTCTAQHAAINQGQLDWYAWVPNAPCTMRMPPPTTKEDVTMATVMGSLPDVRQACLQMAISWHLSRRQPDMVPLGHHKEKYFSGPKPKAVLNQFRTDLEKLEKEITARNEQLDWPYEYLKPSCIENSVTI
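Purified human 12hLO at 150 nM in 25 mM Hepes, 0.01% Triton X-100, pH 7.0, preincubated 15 min at room temperature with compound. Reaction started with 40 uM arachidonic acid, 30 min at room temperature. Hydroperoxide measured by Fe-xylenol orange, 573/405 nm absorbance ratio.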
POLH inh: qHTS for Inhibitors of Polymerase Eta; DNA polymerase eta (Homo sapiens), Q9Y253; recombinant Pol eta, fluorescent DNA replication assay; Potency, µM (titrated, usually from 114 µM), for inactives: top-dose activity change, negative = inhibition, actives largely listed as inhibitors; hit rate 1.2% among 390,000; AID 588591, 2011; further: potency means the concentration at half of the fitted maximal effect; on the % scale 0 is the no-effect control and ±100 the full control effect
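Fluorescent replication assay: 50 nM final substrate added after a 15 min room-temperature compound preincubation with 10 nM enzyme. Signal taken at 0 min and again at 10 min.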
POLK inh: qHTS for Inhibitors of Polymerase Kappa; DNA polymerase kappa (Homo sapiens), Q9UBT6; purified Pol kappa, fluorescent DNA synthesis assay, 10 min; Potency, µM (top dose mostly 107 µM), for the others: at the top dose activity, negative = inhibition, usual class: inhibitors; hit rate 0.53% among 400,000; AID 588579, 2011; further: potency means the concentration at half of the fitted maximal effect; on the % scale 0 is the no-effect control and ±100 the full control effect
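Readout: fluorescence, taken kinetically at 0 and 10 min. Conditions: 10 nM Pol kappa, 15 min RT compound preincubation, 50 nM substrate final. Controls: enzyme-free buffer wells.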
Pol beta inh: qHTS Assay for Inhibitors of DNA Polymerase Beta; Pol beta primer extension/strand displacement, fluorescence kinetic; hit rate 1.3% among 340,000; P06746; AID 485314, 2010; Potency, µM (top dose mostly 114 µM), without a hit: at the top dose activity change, negative = inhibition, most hits filed as inhibitors; further: potency means the concentration at half of the fitted maximal effect; on the % scale 0 is the no-effect control and ±100 the full control effect
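Preincubation: enzyme (10 nM) with compound, 15 min, RT. Reaction: substrate added to 50 nM final. Reads: 0 and 10 min. Analysis: normalized, Hill fit.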
ERG-DNA inh: qHTS for Small Molecule Inhibitors of the ERG Ets/DNA interaction; Transcriptional regulator ERG (Homo sapiens), P11308; fluorescence polarization, His-ERG Ets domain / labelled DNA; Potency, µM (titrated, usually from 76.9 µM), for inactives: at the highest dose FP activity, negative = inhibition, usual class: inhibitors; hit rate 0.028% among 370,000; AID 624246, 2012; active means well fitted inhibition curve with a large enough effect in the polarisation, with a control signal flat; inconclusive means small, poorly fitted or top-dose-only effect, or effect the other way, or a change in a side signal; inactive means no such curve, though single readings can be large or run the other way; the % refers to the polarisation;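 further: polarization taken with two DNA probes labelled with fluorescein and Texas red; potency means the concentration at half of the fitted maximal effect; % of control where 0% means no effect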
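His-tagged ERG Ets domain (1 uM in the protein solution; 300mM KCl, 50mM Tris-HCl, 1mM EDTA, 1mM DTT, pH 7.5) received compound, then a probe mix of 5 nM fluorescein-DNA and 100nM Texas-615-DNA. Fluorescence polarization was read for both dyes.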
Numbers without * were called inactive; ? = inconclusive; / = no result given; & = joins results of further samples; [ ] = another dose, or the depositor's remark. Unless noted, the call rests on the fitted dose curve; in most records, active means well fitted curve in the direction sought with a large enough effect; inconclusive means small, poorly fitted or top-dose-only effect, or another doubt; inactive means no such curve, though single readings can be large; an effect the other way counts as inactive or inconclusive. This is a subset. The share of hits here may be higher or lower than overall.

SMILES | RGS4 inh | Apoferritin bind | APEX1 inh | LDHA inh | ALOX12 inh | POLH inh | POLK inh | Pol beta inh | ERG-DNA inh
CC(O)CNCCCOc1ccc(Cl)cc1C(C)(C)C (centres undefined) | 2.2% | -10.8% | -3.7% | -11.5 | ? | -16.4% | 3.0% | -0.6% | -5.2%
CCN(CC)C(=O)C1CCCN(Cc2ccc(N(C)C)cc2)C1 (centres undefined) | -23.6% | -10.1% | 13.2% | -8.0 | -4.8% | -17.0% | -2.8% | 14.8% | -9.4%
CCOc1ccc(NC(=S)N2CCN(c3ccc(N4CCOCC4)nn3)CC2)cc1 | 17.3% | -6.9% | -1.1% | -2.3 | -1.9% | -12.7% | -12.7%[60.1 µM] | 2.7% | 10.4%
CC(=O)c1c(C)n(-c2ccc(C)cc2)c2ccc(O)cc12 | -15.1% | -13.0% | 5.9% | 3.7&0.3 | 50.9%&18.9%[activator] | -17.9% | 2.3% | ? | 0.5%
Cc1ccc(CNC(=O)CN2C(=O)C3CCCCN3c3ccc(C(=O)N(C)C)cc32)cc1 (centres undefined) | -13.6% | -10.5% | / | -4.5 | -0.7% | -12.9% | -7.8%[60.1 µM] | 1.1% | -5.6%
Cc1ccc(-c2nn(CC(=O)NC(C)c3ccccc3)c(=O)c3ccccc23)cc1 (centres undefined) | 21.2% | ? | 1.9% | -20.5 | 9.4% | ? | -0.1% | 7.2% | -2.9%
CC(=O)c1ccc(N2CCN(C(=O)Nc3ccc(Cl)cc3)CC2)cc1 | -11.5% | -7.9% | 11.8% | -7.2 | -4.1% | -9.3% | -13.5% | 4.6% | -2.1%
COCCNC(=O)C1CC(c2ccc([N+](=O)[O-])cc2)=NO1 (centres undefined) | -8.9% | 6.8% | 2.6% | 0.2 | -2.3% | -16.1% | -1.5% | 8.0% | -5.4%
CN(CCc1ccccc1)C(=O)c1cccc(NC(=O)Cc2cccc(NC(=O)C3CCCN(C(=O)C4CCC4)C3)c2)c1 (centres undefined) | -20.6% | / | / | 5.2 | 0.2% | -4.2% | 0.7% | / | -9.0%
O=C(Nc1ccccc1)Nc1ccc(C(=O)N2CCOCC2)cc1 | 47.9% | -2.9% | -2.0% | -20.9 | 17.3% | -2.0% | -10.9% | 37.8%[activator] | -8.2%
CC1CCc2nc(NC(=O)c3ccc(N4C(=O)CCC4=O)cc3)sc2C1 (centres undefined) | -6.2% | -18.5% | -6.2% | -5.6 | 32.4% | -14.2% | -27.3% | -15.4% | -0.4%
CCCCC1S/C(=N/N=C/c2ccco2)NC1=O (centres undefined) | -22.0% | 4.0% | -4.8% | -2.2 | -0.4% | -15.1% | 0.5% | 29.2% | 6.0%
CC(C)NC(=S)NNc1ncnc2sc3c(c12)CC(C)(C)OC3 | -26.2% | / | / | -1.4 | 53.4%[activator] | -0.5% | -7.9% | / | 1.9%
COC(=O)c1c(NC(=O)c2ccoc2C)sc2c1CCC2 | -22.6% | -17.9% | ? | -3.5 | -7.6% | ? | ? | 22.4µM* | -12.9%
Cc1cc(C)c(S(=O)(=O)NCC2CCC(C(=O)NCc3ccc4c(c3)OCO4)CC2)c(C)c1 (centres undefined) | -4.8% | 1.8% | -2.0% | -5.2 | 0.2%[57.4 µM] | -14.3% | 3.8% | 40.6% | /
COc1cccc(Cn2nc(SC)c(S(=O)(=O)c3ccccc3)c2N(C(C)=O)C(C)=O)c1 | -9.4% | 5.8% | / | -4.7 | -24.7% | -22.9% | -10.3% | -9.1% | 3.2%
Cn1c(N)c(C(=O)CSc2nnc(N)s2)c(=O)n(C)c1=O | 29.0% | / | 27.4% | -2.9 | 0.8% | -7.4% | -9.5% | / | -5.0%
COc1cccc(/C=C2\SC(=S)N(N3C(=O)CCCC3=O)C2=O)c1 | 0.1% | ? | -3.8% | -0.4 | ? | -21.1% | -4.9% | 3.3% | 7.9%
Cc1c(C(=O)C(=O)NCc2cccs2)c2ccccc2n1C | 6.2% | -12.1% | 2.3% | -1.3 | 3.7% | -6.7% | 6.8% | 9.7% | -2.8%
CCOc1ccc(C(=O)OCc2cc(=O)n3nc(C(C)C)sc3n2)cc1 | -0.6% | -5.1% | / | -0.4 | -10.9% | -11.8% | 5.0% | -0.4% | -0.8%
Cc1ccc(C)n1-c1nnc(N2CCC(C(=O)NCCCN3CCN(C)CC3)CC2)s1 | 15.1% | -10.9% | 11.0% | -5.7 | -0.5%[57.4 µM] | -6.5% | 4.0% | 1.7% | 15.2%
O=C(CCNC(=O)c1ccc(Br)cc1)NCc1cccnc1 | 10.9% | / | 4.7% | -0.2 | 8.4% | -3.9% | -7.0% | / | 3.0%
CCCCOCCO | -5.2% | / | 1.7%&0.5% | -5.4 | 21.9% | -19.6% | 4.6% | / | 3.2%
Cc1ccc(/C=N/N2CCN(Cc3ccccc3)CC2)o1 | -17.5% | -14.6% | -1.6% | -1.4 | -6.3% | 2.9% | 4.0% | -17.6% | -0.7%
CC(=O)c1ccc(N2CCN(C(=O)CCN3C(=S)NC(C)(C)CC3C)CC2)cc1 (centres undefined) | -7.9% | -9.9% | -4.0% | -4.7 | -20.5% | -9.2% | 5.3% | -14.3% | 1.7%
O=C(/C=C/c1ccccc1)Nc1ccc(CN2CCOCC2)cc1 | 13.4% | -15.8% | -3.1% | -1.0 | 1.6% | -8.7% | -8.2% | 35.9% | -1.3%
O=C(CN1CCCCC1)N/N=C/c1ccc(Cl)cc1Cl | -4.6% | -4.9% | -1.4% | -3.7 | 5.0% | -4.6% | -6.0% | 52.5% | -3.4%
O=C(NCc1ccc2c(c1)OCO2)C1CCCN1C(=O)Nc1ccc(F)cc1 (centres undefined) | -22.6% | -3.8% | -1.4% | 4.6 | 0.0% | -4.0% | 7.0% | 38.8% | 9.0%
N#Cc1nc(Nc2cccc(Cl)c2)c2ncn(C3CCCC3)c2n1 | -22.0% | / | 8.1% | -1.2&-3.9 | -15.8% | -20.1% | -6.6% | / | /
Cc1ccc(S(=O)(=O)NCC(=O)Nc2ccc(C(F)(F)F)cc2)cc1 | 5.2% | -8.2% | -6.4% | -3.4 | 3.3% | -16.1% | -5.9% | 12.1% | -1.9%
O=c1ccc(N=Nc2ccccc2)ccc1O | 3.4% | -11.2% | -5.5% | 15.9 | 44.7µM* | 5.8% | -20.2% | 0.9% | 0.7%
Cc1cccc(NC(=O)c2ccc([N+](=O)[O-])s2)c1C | -25.2% | -12.9% | -1.6% | -0.3 | -18.1% | -16.1% | 0.6%[60.1 µM] | 43.8% | 5.4%
Cc1cccc(NS(=O)(=O)c2ccc3c(c2)C(C)(C)C(=O)N3C)c1 | -4.9% | -12.5% | / | 2.6 | -20.8% | -12.5% | -2.0%[60.1 µM] | -11.8% | -1.0%
O=C(CSc1oc(-c2ccco2)nc1S(=O)(=O)c1ccccc1)NCC1CCCO1 (centres undefined) | ? | -10.5% | 5.3% | 1.0 | ? | ? | -20.6% | 28.2% | 0.4%
Cc1cc(C)cc(NC(=O)c2ccc([N+](=O)[O-])o2)c1 | 2.0% | -17.4% | -3.0% | 6.9 | ? | -3.0% | -22.6% | 11.5% | -2.8%
CCCn1c(=O)c(C(=O)NNS(=O)(=O)c2ccc(Cl)cc2)c(O)c2ccccc21 | 3.8% | -11.4% | 8.8% | 4.1 | -13.5% | -28.0% | -17.8% | ? | -6.0%
COc1ccc(S(=O)(=O)NCCc2c[nH]c3ccccc23)cc1OC | -7.6% | -5.3% | 55.7% | -3.5 | / | -15.7% | -17.9% | -0.2% | -10.3%
Cc1cccc(C(=O)OCC(=O)N2CCCC2=O)c1[N+](=O)[O-] | -3.9% | / | 16.7% | -5.7 | 17.4% | -20.7% | 0.1% | / | -0.6%
CC(C)(C)c1ccc(C(=O)O/N=C(\N)c2ccccc2)cc1 | 28.9% | -0.3% | -19.1% | -4.0 | 1.2% | -11.4% | -20.8% | 5.7% | -3.0%
COc1ccc(N=C2S/C(=C\c3ccc(Cl)c([N+](=O)[O-])c3)C(=O)N2CCN(C)C)cc1 | -20.1% | -11.8% | 19.6% | -1.2 | 6.0% | -13.0% | -3.3% | 24.2% | 2.1%

Structures above that have a tert-butyl group, in the order listed:
SMILES | RGS4 inh | Apoferritin bind | APEX1 inh | LDHA inh | ALOX12 inh | POLH inh | POLK inh | Pol beta inh | ERG-DNA inh
CC(O)CNCCCOc1ccc(Cl)cc1C(C)(C)C (centres undefined) | 2.2% | -10.8% | -3.7% | -11.5 | ? | -16.4% | 3.0% | -0.6% | -5.2%
CC(C)(C)c1ccc(C(=O)O/N=C(\N)c2ccccc2)cc1 | 28.9% | -0.3% | -19.1% | -4.0 | 1.2% | -11.4% | -20.8% | 5.7% | -3.0%
